# Screening data as filed in PubChem.
# Lmaj promast: reduces viability of Leishmania major promastigotes | resazurin fluorescence viability | inhibition, % at 10 µM | 9% of 200,000 active | AID 1063; in the data active = inhibition above about 50%;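 also: promastigotes grown with compound for 44 hours at 28 °C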
# RAM inhibit: inhibitors of the yeast RAM network; inhibition, % at 50 µM; 1.8% of 190,000 active; S. cerevisiae dse1pr::URA3 reporter, 5-FOA growth OD615, 2 d; analog-sensitive cbk1-as2 kinase mutant strain;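 active = inhibition above a set limit, 3 SD over mean compound inhibition, cut at about 8.4% in these data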;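 also: 0% = DMSO-only wells with no growth and 100% = 10 µM 1-NA-PP1 full growth; inhibition rescues growth on 5-FOA so higher OD means more RAM inhibition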
# bIAP act: intestinal alkaline phosphatase (bovine) activation; AID 1016; purified bovine IAP, CDP-star luminescence, 30 min; active compounds read high; fold of DMSO-control signal, blank-subtracted; 0.17% of 200,000 active; activation factor at 20 µM;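 active = activation factor of 2 or more at 20 µM, a signal rise over negative controls twice the positive control's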
# APP 5UTR inh: APP translation inhibition. 0.82% of 190,000 active. SH-SY5Y APP 5'UTR-luciferase reporter, luminescence. inhibition, % at 2 µM;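 active = inhibition above a set limit, derived from the sample mean plus 3 SD, cut at about 45% in these data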; also: values of inactives mirror those of a sister screen read the other way
# TNAP inh noacc: blocks human TNAP activity with no phosphate acceptor present; P05186; purified TNAP, CDP-star luminescence, 30 min; inhibition, % at 20 µM; 0.26% of 200,000 active; AID 1012;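 active = tissue-nonspecific alkaline phosphatase inhibition above about 50% at 20 µM in the single-dose screen, limit read from the data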;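 also: 0% = DMSO negative control and 100% = EDTA positive control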
# Target sequence (P05186 whole entry, looked up): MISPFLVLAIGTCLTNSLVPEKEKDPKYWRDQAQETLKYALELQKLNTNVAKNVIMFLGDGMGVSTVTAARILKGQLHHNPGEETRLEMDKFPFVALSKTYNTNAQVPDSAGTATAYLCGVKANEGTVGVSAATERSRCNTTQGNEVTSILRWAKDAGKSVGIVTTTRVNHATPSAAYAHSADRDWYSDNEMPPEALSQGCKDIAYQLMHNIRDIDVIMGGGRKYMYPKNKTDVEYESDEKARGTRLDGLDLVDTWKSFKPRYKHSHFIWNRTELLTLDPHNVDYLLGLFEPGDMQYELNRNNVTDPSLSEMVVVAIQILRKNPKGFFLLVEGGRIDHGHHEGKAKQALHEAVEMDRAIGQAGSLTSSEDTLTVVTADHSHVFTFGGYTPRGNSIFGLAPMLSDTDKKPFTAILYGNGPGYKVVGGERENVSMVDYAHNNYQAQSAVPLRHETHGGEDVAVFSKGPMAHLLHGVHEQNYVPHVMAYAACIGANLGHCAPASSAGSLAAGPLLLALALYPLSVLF
# TNAP act hiacc: TNAP (human) activation, high acceptor. 200,000 tested, under 10 active. P05186. purified TNAP, CDP-star luminescence, 1 M DEA, 30 min; active compounds read high; 0 = EDTA background, 1 = DMSO-only activity. activation factor at 20 µM;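 active = activation factor at least 2 at 20 µM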
#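 Measured by: Luminescent substrate turnover signal | Test system: Human TNAP | Input: TNAP 1/800 final | Dosing: 20 µM single point | Schedule: 30 min, room temperature | Controls: EDTA wells as negative control, DMSO wells as positive control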
# bIAP inhibitor: intestinal alkaline phosphatase (bovine) inhibition; inhibition, % at 20 µM; 190,000 tested, under 10 active; AID 1019; purified bovine IAP, CDP-star luminescence, 30 min;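 active = over 50% inhibition of intestinal alkaline phosphatase at 20 µM in the single-dose screen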
#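 System: Purified bovine intestinal alkaline phosphatase (IAP) enzyme | Input: IAP diluted 1/65,000,000 in the well | Also added: CDP-star chemiluminescent phosphatase substrate, 30 µM final | Dosing: 20 µM single dose | Times: Enzyme reaction for 30 min at room temperature | Detection: Luminescence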
# FLuc inh counter: counter-screen for luciferase assay inhibitors: firefly luciferase inhibition; P08659; ATPLite firefly luciferase biochemical luminescence, 10 min; inhibition, % at 10 µM; 1.5% of 200,000 active; AID 1006;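 active = inhibition above about 50% when tested at 10 µM, limit read from the data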
# Target sequence (P08659 whole entry, looked up): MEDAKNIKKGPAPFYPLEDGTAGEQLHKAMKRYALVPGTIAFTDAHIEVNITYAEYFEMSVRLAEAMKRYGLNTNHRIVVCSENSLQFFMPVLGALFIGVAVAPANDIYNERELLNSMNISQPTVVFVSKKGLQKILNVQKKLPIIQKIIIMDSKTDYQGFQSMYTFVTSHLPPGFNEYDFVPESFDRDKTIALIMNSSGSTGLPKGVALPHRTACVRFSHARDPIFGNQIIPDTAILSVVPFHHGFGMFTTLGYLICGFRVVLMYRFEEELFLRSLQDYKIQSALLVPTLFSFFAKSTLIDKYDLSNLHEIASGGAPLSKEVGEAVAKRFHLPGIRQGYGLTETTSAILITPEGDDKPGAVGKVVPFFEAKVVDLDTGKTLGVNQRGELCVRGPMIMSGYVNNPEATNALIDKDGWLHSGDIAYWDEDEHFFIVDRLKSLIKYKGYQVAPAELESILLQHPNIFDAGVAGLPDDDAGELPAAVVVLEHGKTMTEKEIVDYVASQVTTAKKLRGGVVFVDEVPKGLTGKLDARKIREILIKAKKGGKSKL
# TNAP inh hi DEA: inhibitors of human TNAP at high phosphate acceptor concentration | purified TNAP, CDP-star luminescence, 1 M DEA | inhibition, % at 20 µM | 0.03% of 200,000 active;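 active = over 50% inhibition of tissue-nonspecific alkaline phosphatase at 20 µM in the single-dose screen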;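 also: plate controls were DMSO wells for no effect and EDTA-quenched wells as full inhibition for full effect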
# FLuc act counter: affects firefly luciferase, flagging false hits in luciferase stimulation screens; ATPlite luciferase biochemical, luminescence, 10 min; 0 = ATP-free wells, 1 = DMSO control; activation factor at 10 µM; 200,000 tested, under 10 active; AID 1027;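 active = luciferase activation factor, scaled between plate controls, of at least 2 with compound at 10 µM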
#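 System: luciferase plus luciferin reagent, cell-free; medium: PBS as buffer for the ATP substrate; dosing: test compounds dosed from 2 mM stocks in 100% DMSO; timing: 10 min post-reagent at room temperature; measured by: luminescence measurement of luciferase light output; evaluation: luciferase activation, seen as luminescence increase over controls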
# Active calls of the source: *; . = no result given.
SMILES	Lmaj promast	RAM inhibit	bIAP act	APP 5UTR inh	TNAP inh noacc	TNAP act hiacc	bIAP inhibitor	FLuc inh counter	TNAP inh hi DEA	FLuc act counter
Cc1ccc(-c2noc(CN3C(C)CCCC3C)n2)cc1 (stereo not given)	-4	1.1	1.1	-19	-2	1	-6	-2	-3	1
N=c1c2c(-c3ccccc3)c(-c3ccccc3)n(Cc3ccco3)c2ncn1CCO	100*	0.2	0.9	44	-6	1	7	-6	-3	1.1
CC(=O)c1sc2nc(-c3cccs3)ccc2c1N	-8	0.8	0.8	-74	12	1.1	17	-2	-10	1
CC(C)(C)c1cc(C(C)(C)C)cc(S(=O)(=O)CCc2ccccn2)c1	60*	-0.6	1	1	4	1	-2	-2	1	1
O=C(CNc1cccc([N+](=O)[O-])c1)N/N=C/c1ccc(F)cc1	-2	3.7	1	-4	-4	1	-5	-7	-2	1.1
O=C(CC1S/C(=N/N=C/C=C/c2ccccc2)NC1=O)Nc1ccc(C(=O)O)cc1 (stereo not given)	-9	1.4	1.1	-5	-6	1	-14	5	-3	1
CCOC(=O)C1=C(C)NC(C)=C(C(=O)OCC)C1C(=O)OCC(=O)N(C)C1CCS(=O)(=O)C1 (stereo not given)	-4	0.7	1.1	-8	-14	1.1	-10	-2	-8	1
COc1ccc(CCNC(=O)C(=O)Nc2nccs2)cc1OC	0	2.0	1.1	-5	-17	1	-10	2	-3	1
CCOC(=O)c1noc(C)c1C(=O)Nc1nccs1	0	4.0	0.9	-7	-10	1.1	5	-7	-5	1.1
Cc1cc(C)nc(N2CCC(C(=O)Nc3cccc(C(F)(F)F)c3)CC2)n1	-2	1.3	0.9	4	-2	1	8	-7	0	1.1
CCCCNC(=O)c1nnn(-c2ccccc2)c1N	0	2.1	0.9	-34	-12	1	8	7	-2	0.9
CCOC(=O)COc1cccc2c(=O)n(CC(=O)N3CCC(C)CC3)ccc12	-8	3.1	0.9	5	-6	1.1	7	-7	-5	1.1
O=C(N/N=C/c1ccc(N2CCCCC2)o1)c1ccccc1	14	3.3	0.9	2	13	0.9	14	2	6	1
Cc1ccc(CN2CCN(C(=O)c3ccncc3)CC2)cc1	-5	2.8	0.9	-21	-11	1	9	-8	-1	1.1
CCC(CC)C(=O)c1c[nH]c(C(=O)N2CCN(c3ccccc3F)CC2)c1	-11	5.1	1	-5	-3	1	-5	-3	-2	1
COc1ccc(C(=O)C2CCCN(C(=O)c3n[nH]c4c3CCCC4)C2)cc1OC (stereo not given)	-1	-0.4	1	-26	60*	1	3	-8	-3	1.1
Cc1cc(C)c2nc(-c3ccccn3)cc(C(=O)n3cccn3)c2c1	-2	2.7	0.9	12	1	1	14	5	-1	0.9
COc1ccc(NC(=O)Nc2ccc3c(c2)N(C)C(=O)CS3)cc1Cl	-3	3.4	1	-8	-4	1	0	-3	1	1
O=C(CSc1nnc(-c2ccccc2)c(-c2ccccc2)n1)NC1CCS(=O)(=O)C1 (stereo not given)	-6	2.6	1	-11	-12	1	0	-10	-4	1.1
COc1cccc(/C=N/NC(=O)CCn2nnc3ccccc32)c1	-6	1.3	0.9	-1	-3	1	15	4	-1	1
COC(=O)c1c(-c2ccc(Br)cc2)noc1N	13	0.6	0.8	-21	-11	1	21	1	-2	1
Cc1c(NC(=O)OCCNC(=O)Nc2ccccc2)sc(=S)n1C	8	0.5	0.9	2	-12	1	12	-7	-4	1.1
NC(=O)[C@@H]1CCCCNc2c(F)cc([N+](=O)[O-])cc2C(=O)N[C@@H](CCCN=C(N)N)C(=O)NCC(=O)N1	-1	0.3	0.7	-8	-5	1	25	-7	-2	1.1
CCCCCOc1ccc(Cl)cc1CN1CCOCC1	80*	1.0	1	-16	-14	1	4	0	-2	1
O=C(Nc1ccc(Oc2ccccc2)cc1)C1CCCO1 (stereo not given)	-3	0.6	1	-20	-13	1.1	-4	6	-5	0.9
Cc1sc2ncn(CC(=O)NCCN3CCOCC3)c(=O)c2c1S(=O)(=O)N1CCC(C)CC1	-5	-0.3	1	7	4	1.1	0	-6	-12	1.1
O=C(/C=C/c1ccc(F)cc1)NCc1ccco1	29	1.2	1	2	-4	1	4	10	-1	0.9
Cc1ccccc1OCc1nnc2c3cnn(C)c3ncn12	27	1.0	1	-12	55*	1.1	-3	4	-6	1
CSc1nnc(-c2cccn(Cc3cccc(Cl)c3)c2=O)o1	-1	5.0	1	3	-8	1	3	-4	0	1
CCN=C1SC(C(=O)Nc2cccc(C)c2)CC(=O)N1CC (stereo not given)	-6	0.3	0.9	.	-10	1	9	-7	-3	1.1
CC(=O)Nc1ccc(C(=O)OCc2ccc(Cl)c(Cl)c2)cc1	62*	6.5	1	-4	-10	1	3	-1	4	1
Cc1nnc(SCC(=O)NCc2ccc3c(c2)OCO3)n1C	8	0.5	1	-1	-15	1	-3	-9	-5	1.1
Cc1[nH]c2ccccc2c1SCC(=O)O	2	1.6	1.2	-14	-13	1	-20	-1	-4	1
Cc1nn(-c2cccc(Cl)c2)c2nc(C(F)(F)F)[nH]c(=O)c12	-3	0.4	1.6	-11	-3	1	-59	0	-2	1
CCn1nc(NC(=O)c2ccncc2)c2cc3ccc(C)cc3nc21	23	1.9	0.9	-1	8	1	9	0	-1	1
CCCS(=O)(=O)N1CCN(C(=O)COc2ccc(-c3ccccc3)cc2)CC1	-6	3.5	1	2	-5	1	1	2	4	1
CCCc1cc(N2CCN(c3ccccn3)CC2)n2nc(C)c(-c3ccccc3)c2n1	3	1.3	0.7	0	-7	1.1	30	1	-5	1
N#Cc1ccc(COC(=O)c2cc(=O)c3ccccc3o2)cc1	-4	3.3	1.1	0	-6	1	-8	0	1	1
Cc1ccc(NC(NC(=O)c2cccnc2)C(Cl)(Cl)Cl)cc1 (stereo not given)	3	0.8	0.8	-8	-5	1	15	-2	-4	1
CCOC(=O)c1ccc(N=C2SC(C(=O)NC)CC(=O)N2Cc2ccc(F)cc2)cc1 (stereo not given)	-5	6.9	1.1	-13	-14	1	-8	-7	-2	1.1
CC1(C)CC(=O)C(C=NCCC2=CCCCC2)=C(O)C1	-10	1.0	0.9	7	-10	1	8	-1	-1	1
CC(C)(C)N/N=C1\CC(c2ccccc2)Oc2ccccc21 (stereo not given)	5	4.2	0.9	2	-11	1.1	8	-1	-5	1
Clc1ccc(-c2n[nH]c3c2CCC3)cc1Cl	6	-0.6	0.8	0	4	1	19	-5	-1	1.1
O=[N+]([O-])c1cccnc1-n1cnc2ccccc21	-2	-0.3	1	-2	-1	1	4	0	2	1
COc1ccc(CCNC(=O)C2CCCN2C(=O)Nc2cccc(C(C)=O)c2)cc1OC (stereo not given)	0	1.3	1	3	-8	1	-3	-6	0	1.1
OC[C@@H]1CCCN1Cc1nc(-c2cccs2)no1	-5	-1.2	1	8	-9	1.1	-2	2	-6	1
O=C(NCCCN1CCCCCC1)c1ccc(N2CCCC2=O)cc1	0	0.7	1	-9	-3	0.9	-4	-2	6	1
COC(=O)c1[nH]c2cc(OC)ccc2c1NC(=O)c1nonc1C	-3	2.4	1	-23	-3	1	-1	-6	-1	1.1
O=C(C1CCCCC1)N(Cc1ccccc1)c1ccccn1	-4	1.3	0.9	5	-13	1	10	-5	-4	1.1
CS(=O)(=O)NCc1nnc(SCC(=O)NC2CCCCC2)n1-c1ccc(F)cc1	-2	1.6	1	8	-11	1	4	-10	-3	1.1
CCSc1nnc(NC(=O)CC)s1	-8	-0.3	1	-6	-15	1.1	5	-6	-5	1.1
COc1cc2c(cc1OC)[C@@H]1Cc3cc4c(cc3[C@H](C2)N1C)OCO4	-1	1.2	1.1	-8	-8	1	-5	-1	-1	1
COC(=O)c1c(NC(=O)CCCC(=O)O)sc2c1CCCCC2	-5	-1.3	1.1	4	-10	1	-13	3	3	1
CCOC(=O)C1=C(C)N(CCCC(=O)O)C(=O)NC1c1ccccc1OS(=O)(=O)c1ccc(C)cc1 (stereo not given)	0	8.4*	0.8	9	-9	1	19	-1	-2	1
Nc1nc2c(s1)C(=O)CCC2	-5	0.7	0.9	1	-6	1	11	3	-4	1
CC1(C)C(=O)OC(c2cccs2)C(C)(C)C1=O (stereo not given)	-6	-0.3	0.9	7	-14	1.1	7	-6	-8	1.1
Cc1nnc(SCC(=O)N2CC(=O)Nc3ccccc32)n1C	-4	0.3	1	-1	-20	1	2	-2	-4	1
CCOc1cc(C2C3=C(CCCC3=O)N(CCC(=O)O)C3=C2C(=O)CCC3)ccc1OS(=O)(=O)c1ccc(C)cc1	-4	2.1	1.1	2	-9	1.1	-9	-9	-7	1.1
COc1ccc(N(C)S(=O)(=O)c2cccc(C(=O)NC3=NCCS3)c2)cc1	-1	3.4	0.9	-6	2	1.1	5	-2	-7	1
CC(C)CC(=O)O/N=C1\C(=O)N(c2ccccc2)c2ccccc21	-1	7.9	1	-12	-8	1	0	-6	0	1.1

# Further records.
SMILES	Lmaj promast	RAM inhibit	bIAP act	APP 5UTR inh	TNAP inh noacc	TNAP act hiacc	bIAP inhibitor	FLuc inh counter	TNAP inh hi DEA	FLuc act counter
Cc1cc([N+](=O)[O-])cc(C)c1OCC(=O)N/N=C/c1ccc(OC(=O)c2ccccc2Br)cc1	85*	4.2	0.7	-6	-3	1	29	-1	-2	1
CCOC(=O)COc1ccccc1/C=C\[N+](=O)[O-]	100*	-1.2	1.1	38	-6	1	-11	3	4	1
CCN(CC)c1ccc(C2C(C(=O)Nc3ccccn3)=C(C)NC3=C2C(=O)CC(C)(C)C3)cc1 (stereo not given)	15	0.0	1	3	-14	1.1	0	-8	-8	1.1
CCOc1ccc(C(C)=O)cc1NC(=O)/C=C\C(=O)O	0	-0.1	1	7	-6	1	2	-4	-5	1

# RAM inhibit, what is marked active above.
SMILES	RAM inhibit	bIAP act	APP 5UTR inh	TNAP inh noacc	TNAP act hiacc	bIAP inhibitor	TNAP inh hi DEA
CCOC(=O)C1=C(C)N(CCCC(=O)O)C(=O)NC1c1ccccc1OS(=O)(=O)c1ccc(C)cc1 (stereo not given)	8.4*	0.8	9	-9	1	19	-2

# Five compounds already listed, sorted by the number in RAM inhibit, descending.
molecule	RAM inhibit	bIAP act	APP 5UTR inh	TNAP inh noacc	TNAP act hiacc	bIAP inhibitor	TNAP inh hi DEA
O=C(CNc1cccc([N+](=O)[O-])c1)N/N=C/c1ccc(F)cc1	3.7	1	-4	-4	1	-5	-2
Cc1ccc(CN2CCN(C(=O)c3ccncc3)CC2)cc1	2.8	0.9	-21	-11	1	9	-1
CCSc1nnc(NC(=O)CC)s1	-0.3	1	-6	-15	1.1	5	-5
COc1ccc(C(=O)C2CCCN(C(=O)c3n[nH]c4c3CCCC4)C2)cc1OC (stereo not given)	-0.4	1	-26	60*	1	3	-3
CC(C)(C)c1cc(C(C)(C)C)cc(S(=O)(=O)CCc2ccccn2)c1	-0.6	1	1	4	1	-2	1

# Random draw from the library; 13% or so of the library scored in one or more.
